Bioassay records (PubChem BioAssay)
SW480 rereplic = DNA re-replication induction in SW480 cells; SW480 DNA re-replication, Hoechst DNA content imaging, 48 h; Potency, µM (series often up to 46.1 µM), for inactives: top-dose re-replication activation, usual class: activators; 1.8% of 340,000 active; also: potency is read from the fitted curve at half-maximal effect; % of control where 0% means no effect; nearly all actives have a fitted effect of over 55% in size
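250 cells/well; 23 nL cpd via pin tool; 48 hr, 37 C, 5% CO2; Hoechst 40 min; imager read of total nuclear intensity, ex 405/em 500-530 nm.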
S2 tox = cell viability loss in ATXN counter-screen; S2 cells (HEK-293 line with an ATXN2-luciferase reporter) viability, CellTiter-Fluor protease fluorescence, 24 h; Potency, µM (highest dose often 56.7 µM), hits mostly cytotoxic; 0.49% of 400,000 active; also: potency is read from the fitted curve at half-maximal effect; nearly all actives have a fitted effect of over 40% in size
HT1080 IDH1KD tx = toxicity to HT-1080 IDH1 knockdown cells (counter line). 2% of 360,000 active. HT-1080 IDH1 knockdown viability, ATP luminescence, 48 h. Potency, µM (top dose mostly 46.1 µM), inactives show at the highest dose activity, negative = toxicity, hits mostly cytotoxic;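 also: potency is read from the fitted curve at half-maximal effect; 0% = DMSO wells and -100% = cell-free medium wells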
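IDH1KD HT-1080 cells, 750/well, RPMI + 5% FBS; compound pinned after 2 h settling; 48 h, 37 °C; CellTiter-Glo luminescence; % activity normalised to DMSO and no-cell wells; curves fitted, classed by r2 and efficacy.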
KB-V1 cytotox = KB-V1 MDR subline cytotoxicity | 3.4% of 400,000 active | AID 1347076 | Potency, µM (top dose mostly 46.1 µM), for inactives: at the top dose activity change, negative = cytotoxicity, usual class: cytotoxic | KB-V1 MDR cells viability, CellTiter-Glo, 72 h; also: potency is read from the fitted curve at half-maximal effect; % is scaled to controls: 0 for no effect and ±100 for the full control effect; nearly all actives have a fitted effect of over 60% in size
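Compound-treated KB-V1 multidrug-resistant cells, 72 h, 37 degrees C; viability by CellTiter-Glo. Fitted qHTS curves give the values.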
HT1080-NT tox = kills 2HG-producing HT-1080-NT fibrosarcoma cells | HT-1080-NT fibrosarcoma viability, CellTiter-Glo ATP luminescence, 48 h | Potency, µM (doses to about 46.1 µM), inactives show at the highest dose activity, negative = less viability, most hits filed as cytotoxic | 1.6% of 360,000 active | AID 686970;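 also: NT is the 2HG producing partner of a matched IDH1 knockdown line; potency is read from the fitted curve at half-maximal effect; 0% = DMSO-treated cells and -100% = media-only wells without cells; nearly all actives have a fitted effect of over 55% in size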
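Read-out is CellTiter-Glo luminescence after 10 minutes at room temperature, following 48 hours' compound treatment of HT-1080-NT cells (750 cells/well, RPMI, 5% FBS, 37 degrees C).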
ATXN2 expr inh = ATXN2 expression inhibition; 0.72% of 360,000 active; AID 1745845; HEK-293 ATXN2-luciferase reporter, luminescence, 24 h; Potency, µM (top dose mostly 57 µM), inactives show at the highest dose activity change, negative = inhibition, actives largely listed as inhibitors; also: potency is read from the fitted curve at half-maximal effect; % is scaled to controls: 0 for no effect and ±100 for the full control effect; nearly all actives have a fitted effect of over 55% in size
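ATXN2-luciferase reporter cells (luciferase flanked by upstream and downstream ATXN2 gene portions) were treated 24 h at 37 °C with compounds at up to 57 uM. SteadyGlo luminescence gave expression; GF-AFC fluorescence gave viability.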
IL-1B inflam inh = blocks inflammasome-driven IL-1 beta release; activity change, % at 57.5 µM; THP-1 LPS/ATP IL-1B secretion, AlphaLISA, 16 h; active compounds read low; 4.7% of 360,000 active; in the data active = activity change below about -50%; inconclusive = mostly about -30% to -49%; also: % is scaled to controls: 0 for no effect and ±100 for the full control effect
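Secreted IL-1B measured by AlphaLISA bead assay after 16 h compound exposure of THP-1 cells; compounds (final up to 57.5 uM) added 1 h before LPS (250 ng/mL) and ATP (1.25 mM) stimulation; lower signal means less secretion.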
MCF10A rereplic = induces DNA re-replication in MCF 10a normal breast cells; MCF 10A DNA re-replication, Hoechst nuclear intensity, 48 h; Potency, µM (highest dose often 46.1 µM), for the others: at the top dose activity, positive = re-replication, usual class: activators; 2.9% of 350,000 active; AID 624296; also: potency is read from the fitted curve at half-maximal effect; % of control where 0% means no effect; nearly all actives have a fitted effect of over 50% in size
KB-3-1 cytotox = KB-3-1 parental cell cytotoxicity | 1.4% of 400,000 active | KB-3-1 viability, CellTiter-Glo ATP luminescence, 72 h | AID 1347075 | Potency, µM (top dose mostly 46.1 µM), for the others: at the highest dose activity change, negative = cytotoxic, hits mostly cytotoxic; also: potency is read from the fitted curve at half-maximal effect; % is scaled to controls: 0 for no effect and ±100 for the full control effect; nearly all actives have a fitted effect of over 60% in size
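72 h, 37 °C compound treatment of KB-3-1 parental cells; CellTiter-Glo added, 10 min, luminescence read. Data corrected against DMSO-only plates and normalized before curve fitting.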
* hit, by the source's call; i = inactive; ? = inconclusive; / = no result given; [ ] = remark or other dose. Unless noted, calls follow the shape of the dose curve; as a rule, active = well fitted curve in the direction sought with a large enough effect; inconclusive = small, poorly fitted or top-dose-only effect, or another doubt; inactive = no such curve, though single readings can be large; an effect the other way counts as inactive or inconclusive.

mol,SW480 rereplic,S2 tox,HT1080 IDH1KD tx,KB-V1 cytotox,HT1080-NT tox,ATXN2 expr inh,IL-1B inflam inh,MCF10A rereplic,KB-3-1 cytotox
COc1ccc(CN2C(=NC(=O)C3CC3)SC3CS(=O)(=O)CC32)cc1OC (stereo unspecified),3%,i,5%,1%,0%,3%,51,1%,13%
COC(=O)c1ccc(COC(=O)CCc2nc(-c3ccccc3)c(-c3ccccc3)o2)cc1,0%,i,6%,-37%,8%,2%,13,5%,1%
CCOc1ccc(NC(=S)/C(=C(\[O-])c2ccc(C)c([N+](=O)[O-])c2)[n+]2ccccc2)cc1,0%,i,1%,19%,4%,4%,13,13%,-9%
O=C1NC(=O)/C(=C/c2ccc(N3CCOCC3)o2)N1,-11%,i,20%,-1%,6%,-17%,-8,5%,6%
COc1cccc(/C=C/C(=O)OCC(=O)Nc2nnc(-c3ccccc3)o2)c1OC,?,i,0%,2%,-21%,-19%,-20,-6%,16%
Cc1onc(-c2ccccc2)c1C(=O)OCC(=O)Nc1cccc(Cl)c1,-38%[inhibitor],i,2%,-8%,-14%,-16%,-6,?,-14%
C/C(=C\C(=O)Nc1nccs1)c1ccccc1,3%,i,-30%,?,-29%,61%[activator],-9,0%,13%
O=C(CSc1nnc(COc2ccccc2Cl)o1)NC(=O)NC1CCCC1,-10%,i,-1%,8%,-2%,11%,19,4%,7%
Cc1ccc(NC(=O)c2oc3ccccc3c2NC(=O)C23CC4CC(CC(C4)C2)C3)cc1,/,i,/,?,/,10%,/,/,-3%
Cc1nc2ccccc2n1CC(=O)NCCN1CCOCC1,-8%,i,11%,-15%,15%,-3%,16,2%,0%
CCOC(=O)c1sc(N)c(C#N)c1CSc1nnc(C2CCCCC2)n1N,-7%,i,22%,0%,13%,3%,-7,1%,1%
COc1ccccc1NC(=O)c1ccc(S(=O)(=O)N2CCC(C)CC2)cc1,-3%,i,-4%,-29%,-11%,-12%,?,?,-1%
COc1cc(OC)cc(C(=O)NNC(=O)c2ccccc2Br)c1,-7%,i,9%,-1%,19%,7%,-4,-1%,18%
O=C(C(Sc1ccccc1)c1ccccc1)N1CCN(c2ccccc2F)CC1 (stereo unspecified),-1%[9.22 µM],i,-26%,0%,-14%,-16%,-9,25%,7%
Cc1nn(-c2ccccc2)c(C)c1C(=O)OCC(=O)N(C)c1ccccc1,-34%[inhibitor],i,-2%,0%,1%[9.24 µM],8%,-29,18%,17%
COc1ccc(OC)c(NC(=O)CSc2nccn2-c2cc(C)cc(C)c2)c1,/,i,/,?,/,-9%,/,/,3%
COC/C=C/C1=CC2=CC(=O)C(C)(OC(=O)c3cnc4ccccc4n3)C(=O)C2=CN1Cc1ccco1 (stereo unspecified),-21%,i,2%,-1%,6%,10%,26,-1%,0%
Cc1ccc2c(CN3CCN(S(=O)(=O)c4ccccc4C(F)(F)F)CC3)cc(=O)oc2c1C,-17%,i,-6%,-3%,-11%,-37%,3,22%,?
Cc1ccc(S(=O)(=O)N(C)C[C@H]2OCc3cnnn3CCCC(=O)N([C@@H](C)CO)C[C@H]2C)cc1,/,i,-2%,14%,-5%,6%,-14,/,4%
Cc1ccc(S(=O)(=O)N2[C@H](CC(=O)Oc3ccccc3)OC[C@@H]2C(C)C)cc1,/,/,-2%,-1%,0%,/,15,/,-8%
CC(=O)NNc1ncnc2c1cnn2-c1ccc(C)c(Cl)c1,-1%,i,-14%,0%,-17%,44%[activator],-9,13%,-3%
CC1(C)CC(=O)c2sc(NS(=O)(=O)c3ccc([N+](=O)[O-])cc3)nc2C1,-2%,i,1%,/,-10%,-1%,10,12%,/
O=C(/C=C/c1ccc(Cl)cc1Cl)Nc1ccncc1,43%,i,-13%,?,5%,68%[activator],-5,-3%,4%
Cc1ccc(-c2nc(NC(=O)CSc3nnc4scc(-c5ccccc5)n34)ns2)cc1,-1%,i,0%,-9%,-18%,-31%,24,-1%,0%
Cc1ccc(NC(=O)CCNC(=O)c2ccc(Cl)cc2)nc1,-14%,i,16%,-3%,2%,28%,-7,0%,0%
COc1ccc(CCNC(=O)CN(Cc2ccc(Cl)cc2)S(C)(=O)=O)cc1OC,41%,i,-1%,-9%,-1%,-20%,-6,7%,-1%
COc1cccc(/C=C/C(=O)OCC(=O)N2CCN(S(=O)(=O)c3ccc(Cl)cc3)CC2)c1,-33%[inhibitor],i,-3%,-11%,-9%,5%,i,-11%,1%
O=C(N/N=C/c1ccc2ncccc2c1)c1ccco1,-6%,i,-20%,?,-20%,-26%[11.3 µM],3,12%,-12%
COC(=O)c1cc2occc2n1Cc1ccc(F)cc1Cl,/,i,/,9%,/,0%,/,/,14%
Cc1cc(C)c(-n2c(SCCS(=O)(=O)c3ccc(F)cc3)n[nH]c2=O)c(C)c1,?,?,18µM*,-5%,?,6%,-97*,?,-3%
O=C(NCCc1csc(-c2cccnc2)n1)c1cccc2ccccc12,-18%,i,-3%,-3%,-22%,-18%,-1,?,-6%
COC(=O)C1=C(C)N(Cc2ccccc2)C(=NCCN2CCOCC2)N[C@H]1CCc1ccccc1,-10%,?,-13%,-4%,-1%,-2%,-18,0%,14%
COC(=O)[C@]12CCCCC=C1N(Cc1ccc3c(c1)OCO3)C(=O)[C@H](CC(=O)NCc1ccccc1)C2,/,/,-5%,?,0%,/,-14,/,11%
S=c1sc2c(N3CCN(Cc4ccccc4)CC3)ncnc2n1-c1ccccc1,-10%,i,10%,-6%,12%,2%,0,15%,-24%
CCn1c(O)c(/C=N/N=C/c2ccc(OC)cc2)c2cc(C3=NNC(=O)CC3)ccc21,1%,i,14%,-3%,16%,-5%,14,0%,14%
COc1ccc(-c2cc(C(F)F)n3ncc(C(=O)N4CCN(C(=O)c5ccco5)CC4)c3n2)cc1,-4%,i,-17%,-2%,-9%,-23%,-30,-8%,-14%
CC1CCN(c2ccc3nnc(CCC(=O)N4CCCCC4)n3n2)CC1,?,i,2%,-4%,4%,2%,-18,10%,12%
CCOC(=O)N1CCC(Nc2c(N3CCN(c4cccc(C(F)(F)F)c4)CC3)c(=O)c2=O)CC1,5%,i,5%,-4%,3%,-4%,-21,5%,-2%
Cc1ccc(C(=O)CC2(O)C(=O)N(C)c3ccc(Br)cc32)c(C)c1 (stereo unspecified),3%,i,6%,12%,3%,9%,-4,6%,-7%
Cc1cccc2cc(C#N)c(SCc3nnc(-c4ccccc4[N+](=O)[O-])o3)nc12,-42%[inhibitor],i,-3%,0%,1%,8%,13,18%,0%
O=C(CN1C(=O)CCSc2ccc(S(=O)(=O)N3CCOCC3)cc21)Nc1cccc(F)c1,-2%,i,-9%,0%,-8%,4%,?,3%,18%
COC(=O)c1c(NC(=S)Nc2ccc(C(=O)N3CCOCC3)cc2)sc2c1CCC2,0%,i,-3%,9%,3%,/,22,1%,-4%
COc1ccc(CC(NC(C)=O)C(=O)NC2CCN(S(=O)(=O)c3ccc(NC(C)=O)cc3)CC2)cc1OC (stereo unspecified),23%,i,-7%,14%,30%,-1%,-4,20%,-14%
Cc1oc2cc3oc(=O)c(CC(=O)O)c(C)c3cc2c1-c1ccccc1,?,i,-25%,-19%,-13%,/,-3,-1%,1%
CC(C)[C@H](NC(=O)OCc1ccccc1)C(=O)OCC(=O)N1CCN(c2ccc(F)cc2)CC1,-4%,i,-2%,?,-2%,/,22,-1%,-4%
CCN(CC)CCN1C(=O)c2ccccc2NC1c1ccc(C)cc1 (stereo unspecified),-4%,i,-4%,-2%,10%,-9%,6,?,-15%
CCC(c1nnnn1-c1ccc2c(c1)OCCO2)N1CCN(c2cccc(C)c2C)CC1 (stereo unspecified),/,i,?,-17%,?,-7%,-12,/,?
Cc1cccc(N2CCN(CC(=O)NCc3ccc(Cl)cc3)CC2)c1C,?,i,-27%,-7%,-16%,-12%,-64*,?,-17%
Cc1ccc(NC(=O)C2CC(=O)N(Cc3ccccc3)C2)nc1 (stereo unspecified),0%,i,-1%,-15%,9%,-31%,-20,-5%,12%
O=c1nc(/C=C/c2ccc(O)c(O)c2)oc2ccccc12,4%,i,-29%,-1%,-29%,-20%,-6,-22%,1%
COc1cccc(CNC(=O)CN2C(=O)COc3ccc(S(=O)(=O)N4CCCC4)cc32)c1,-1%,i,0%,-5%,5%,4%,-10,-1%,6%
Cc1c(Nc2scc(-c3ccccc3)[n+]2-c2ccccc2)c(=O)n(-c2ccccc2)n1C,26%,i,-7%,?,0%,-23%,-27,11%,?
O=C(CCNC(=O)c1ccc([N+](=O)[O-])cc1)NCCCN1CCCC1=O,?,i,13%,0%,0%,-7%,i,-29%,-6%
CCOC(=O)N1CCN(CC(O)COC(CC)c2ccccc2)CC1 (stereo unspecified),0%,i,10%,?,7%,-2%,16,-6%,0%
O=C(O)CCCc1ccc2c(c1)CCc1ccccc1-2,-4%,i,2%,2.1µM*,4%,?,35,-5%,2.9µM*
O=C(O)c1cc2nc3c(c(C(F)(F)F)n2n1)CCCC3,-8%,i,13%,?,17%,-5%[11.3 µM],12,-5%,1%
COc1ccc(C(=O)/C=C/C(=O)N(CC(=O)NC2CCCCC2)Cc2ccc(F)cc2)c(O)c1,?,/,-25%,16µM*,-19%,?,-98*,?,?
Cc1ccc(O)c(NC(=O)c2noc3c2CCCCC3)c1,-5%,?,2%,0%,-2%,28%,-11,-44%[inhibitor],0%
CCC(C)Cn1c(/C=C/c2ccccc2)nc2ccccc21 (stereo unspecified),/,?,/,?,/,0%,/,/,1%
